# Screens from PubChem BioAssay.
# UDG counterscr: UDG inhibition counter-screen. Potency, µM (highest dose often 115 µM), for the others: at the highest dose activity change, negative = inhibition, usual class: inhibitors. AID 1347430. FRET deamination/UDG coupled assay, UDG read, 4 h. 91,000 compounds, 0.14% hits; note: nearly all actives have a fitted effect of over 65% in size
# AID inh: blocks human AID cytidine deaminase activity | AID 1347428 | Potency, µM (titrated, usually from 115 µM), inactives show top-dose activity change, negative = inhibition, actives largely listed as inhibitors | AID deamination FRET fluorescence, UDG-coupled, 4 h | Q9GZX7 | 91,000 compounds, 0.32% hits; note: nearly all actives have a fitted effect of over 25% in size
# Target sequence (Q9GZX7 whole entry, looked up): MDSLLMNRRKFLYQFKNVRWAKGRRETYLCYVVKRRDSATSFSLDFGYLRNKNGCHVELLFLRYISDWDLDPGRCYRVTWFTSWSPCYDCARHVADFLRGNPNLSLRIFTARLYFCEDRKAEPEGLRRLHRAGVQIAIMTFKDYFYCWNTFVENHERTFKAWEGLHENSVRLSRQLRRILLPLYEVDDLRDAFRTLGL
# An asterisk follows results filed as active; ? = inconclusive; [ ] = remark or other dose. Calls come from the whole dose curve; as a rule, active = well fitted curve in the direction sought with a large enough effect; inconclusive = small, poorly fitted or top-dose-only effect, or another doubt; inactive = no such curve, though single readings can be large; an effect the other way counts as inactive or inconclusive. % is set by controls: 0 for no effect and ±100 for the full control effect; potency is the fitted concentration of half-maximal effect. The list is partial, so the mix of outcomes need not match the whole.
SMILES,UDG counterscr,AID inh
CCOc1ccc(NC(=O)Cn2ncn3nc(-c4cc(C)ccc4C)cc3c2=O)cc1,5%,2%
Cc1ccc(CN2C(=O)c3cc(-c4ccccc4)nn3CC2(C)C(=O)NCc2ccccc2)o1 (stereo not drawn),-8%,-4%
Cc1ccc2oc(-c3cccc(NC(=O)c4ccc(N5CCC(C)CC5)c([N+](=O)[O-])c4)c3)nc2c1,?,-12%
COc1cccc(C2C(C(=O)Nc3ccc(Cl)cc3)=C(C)Nc3nc4ccccc4n32)c1OC (stereo not drawn),-5%,14%
Cc1ccc(CNC(=O)Cn2c(=O)n(-c3ccc(C)c(F)c3)c(=O)c3sc4ccccc4c32)cc1,-6%,15%
Nc1c(-c2nc(-c3ccccc3)cs2)c2ccccn2c1C(=O)c1ccc2c(c1)OCO2,?,-18%
O=C(NCc1ccc2c(c1)CCN2C(=O)c1ccncc1)c1ccc(Cl)cc1,18%,4%
Cc1ccc(-c2cc(C(F)(F)F)n3ncc(-c4ccccc4)c3n2)cc1,-2%,-16%
COC(=O)c1c(C)[nH]c(C)c1-c1ccc(Cl)cc1,-12%,-14%
Cc1ccc(-c2cn3c(n2)sc2cc(C(=O)NCCCc4ccccc4)ccc23)c(C)c1,-2%,-25%
COc1ccc(C(=O)Nc2nc(-c3nnn(-c4ccc(C(C)C)cc4)c3C)ns2)cc1,10%,27%
CCOC(=O)c1c(NC(=O)CCCOc2ccc(C)cc2)sc2c1CCC(C)C2 (stereo not drawn),?,19%
CCCN1CCN(CCO)CC1,10%,-2%
O=C(CCC1N=C2c3ccccc3N=C(SCc3ccc(Cl)cc3)N2C1=O)NCCc1ccccc1 (stereo not drawn),?,?
CCOc1ccc(-n2c(=O)c3c(C)c(C)sc3n(Cc3cc(=O)n4cc(Cl)ccc4n3)c2=O)cc1,?,-31%
Cc1ccc(-c2nn(CCC(=O)Nc3ccc(OC(F)(F)F)cc3)c(=O)c3ccccc23)cc1,17%,36%[activator]
N=C1C(c2nc(-c3ccc(Cl)cc3)cs2)=C(O)CN1NC(=O)c1ccc(O)cc1,?,-6%
Cc1ccc(C(=O)N/C(=C\c2ccc(Cl)cc2)C(=O)NC2CCCCC2)cc1,-1%[57.5 µM],-17%
CN(C)CCNC(=O)C1CCN(c2ncnc3c2nc2n3CCCCC2)CC1,5%,14%
COc1ccccc1CNC(=O)CN1C(=O)CSc2ccc(S(=O)(=O)N(C)C)cc21,-4%,-1%

# Copied from the list.
# `CN(C)CCNC(=O)C1CCN(c2ncnc3c2nc2n3CCCCC2)CC1` – AID inh: 14%
# `CCOC(=O)c1c(NC(=O)CCCOc2ccc(C)cc2)sc2c1CCC(C)C2` (stereo not drawn) – AID inh: 19%
# `CCOc1ccc(-n2c(=O)c3c(C)c(C)sc3n(Cc3cc(=O)n4cc(Cl)ccc4n3)c2=O)cc1` – AID inh: -31%
# `COc1ccccc1CNC(=O)CN1C(=O)CSc2ccc(S(=O)(=O)N(C)C)cc21` – AID inh: -1%
# `Cc1ccc(C(=O)N/C(=C\c2ccc(Cl)cc2)C(=O)NC2CCCCC2)cc1` – AID inh: -17%

# Additional entries follow:
SMILES,UDG counterscr,AID inh
CCc1ccc(C(=O)NCc2ccnc(N3CCN(C)CC3)c2)o1,-2%,2%
Cc1ccc(C(=O)/C=C/c2ccc(-c3ccc(Cl)c(Cl)c3)o2)cc1,-1%,-4%
CCCNc1c(NC(=O)Cc2ccccc2)c(=O)oc2ccccc12,4%,-5%
CCOc1ccc(/C=C/c2nc3ccccc3n2S(=O)(=O)c2ccc(Br)cc2)cc1,-12%,10%
Cc1ccc2c(=O)cc(C(=O)Nc3cccnc3)oc2c1C,-3%,-1%
CCCCS(=O)(=O)c1oc(-c2ccc(F)cc2)nc1S(=O)(=O)c1ccccc1,-5%,-7%
CC(C)CCn1c(Oc2ccc(Cl)cc2)nc2c1c(=O)n(C)c(=O)n2C,-4%,-16%
CCCCn1c(CN2CCN(C(=O)c3ccco3)CC2)nc2c1c(=O)[nH]c(=O)n2Cc1ccccc1,6%,-9%
COc1cc(CCC(=O)OCC(=O)c2ccccc2Br)cc(OC)c1OC,-15%,-13%
COc1ccc(N(Cc2cc(=O)[nH]c3ccccc23)C(=O)C(C)C)cc1,-4%,1%
CN(CCCNC(=O)c1cc2c(Cl)nc3ccccc3c2s1)Cc1ccccc1,-7%,22µM*
Cc1ccccc1NC(=O)CCCn1cnc2c1c(=O)n(C)c(=O)n2C,1%,2%
Cc1c(C(=O)Nc2cccc(C(F)(F)F)c2)sc2nc[nH]c(=O)c12,0%,7%
O=C(NCCc1ccc(Cl)cc1)C12CC3CC(CC(Cl)(C3)C1)C2,6%,-9%
CCS(=O)(=O)CCSC(C)C(=O)O (stereo not drawn),-2%,2%
CC1(C)CC(NC(=O)CCCCC(=O)NC2CC(C)(C)NC(C)(C)C2)CC(C)(C)N1,-4%,-10%
c1ccc(CNCC2CCCO2)cc1 (stereo not drawn),-8%,-9%
CC(=O)NC(C)c1ccc(-c2ccccc2)cc1 (stereo not drawn),-8%,2%
CCc1ccccc1NC(=O)CNC(=O)c1cc2ccc(F)cc2nc1C,-9%,4%
O=C(O)CCC(=O)N1CCCCC1,2%,-1%

# Records above marked active in AID inh:
SMILES	AID inh
CN(CCCNC(=O)c1cc2c(Cl)nc3ccccc3c2s1)Cc1ccccc1	22µM*

# (further entries)
SMILES,UDG counterscr,AID inh
O=C(Cn1nc(-c2ccccc2F)ccc1=O)N1CCC(Cc2ccccc2)CC1,-5%,-25%
CN(Cc1ccccc1NC(=O)c1ccccc1C(F)(F)F)C1CCCCC1,1%,-6%
O=C(COC(=O)c1cccc(S(=O)(=O)NCc2ccco2)c1)c1ccccc1,3%,6%
NC(=O)C1CCN(Cc2cc(=O)oc3cc(-c4ccccc4)c(O)cc23)CC1,-26%,5%
CCCS(=O)(=O)Nc1cccc(-c2cn3ccsc3n2)c1,-7%,10%
CCc1ccccc1NC(=O)N1CCN(Cc2nc3ccc(C)cc3o2)CC1,-5%,-16%
O=C(CSc1nnc2n(-c3ccccc3)c(=O)c3ccccc3n12)Nc1ccccc1C(F)(F)F,-5%,17%
Cc1ccc(-n2c(=O)[nH]c3cc(C(=O)NCCc4ccccc4)ccc3c2=O)cc1,2%,-12%
Cc1ccc(-c2cc(=O)c3cc(Br)ccc3o2)cc1,2%,1%
COc1ccc(C(=O)Nc2cc(-c3nc4ncccc4o3)ccc2C)cc1Br,-11%,-4%
COCCN(CCOC)C(=O)c1cc2c(=O)n3ccccc3nc2n1C,2%,7%
O=C(c1ccc(C(F)(F)F)cc1)N1CCCN(C2CC2)CC1,7%,1%
Cc1cccc(OC(=O)c2ccccc2Br)c1C,-2%,-3%
Cc1ccc(-c2n[nH]c3c2C(c2cccs2)N(c2ccc(Cl)cc2)C3=O)cc1 (stereo not drawn),-3%,?
CCOc1ccc(CCNC(=O)c2cc3n(n2)CCCN(Cc2ccc(C)cc2)C3=O)cc1OCC,1%,-5%
CC1=C(C(=O)Nc2ccccc2)C(c2ccccn2)n2nc(SCc3ccccc3)nc2N1 (stereo not drawn),-2%,37%[activator]
COc1ccc(-c2cc(C(=O)N3CCN(c4ncccn4)CC3)c3ccccc3n2)cc1OC,10%,-1%
Cc1cccc(Cn2c(=O)n(Cc3ccccc3)c(=O)c3c2c2cc(C)ccc2n3C)c1,12%,28%
CC(=O)NCCNC(=O)Cn1c(C)c(Br)c2ccccc21,6%,7%
COc1ccc(N(C)C(=O)c2cn(C3CCCCC3)c(=O)c3c2c2ccccc2n3C)cc1,?,40µM*
CCOc1ccc(Cl)cc1S(=O)(=O)NCCO,11%,-1%
CCCCCC(=C/c1ccccc1)/C=N/Nc1nc2ccccc2[nH]1,-7%,-13%
CCOC(=O)c1cnc2ccccc2c1Nc1cccc(OC)c1,-7%,-5%
O=C(NCC1(c2ccccc2)CCCC1)c1ccc(S(=O)(=O)N2CCOCC2)cc1,4%,-5%
Cn1c(=O)c2c(nc(NCCc3ccccc3)n2Cc2ccc(Cl)cc2)n(C)c1=O,-4%,?
Cc1ccc(-c2onc(C)c2C)cc1S(=O)(=O)N1c2ccccc2CC1C (stereo not drawn),-12%,?
Cc1ccccc1C(=O)c1cccn1CC(=O)NCc1ccc(Cl)cc1,-3%,1%
Cc1ccc(/C=N/Nc2cc(C)c3ccccc3n2)s1,-8%,-12%
Cn1nc(CC(=O)Nc2ccc(O)cc2)c2ccccc2c1=O,3%,6%
Cc1ccn2c(=O)cc(COc3ccc(NC(=O)COc4ccccc4)cc3)nc2c1,14%,9%
Cc1ccc(/C=C/c2onc(C)c2S(=O)(=O)N2CCC(C(=O)N3CCN(c4cc(C)ccc4C)CC3)CC2)cc1,-2%,-21%
CC(=O)c1c(C)n([O-])c2ccccc2[n+]1=O,3%,10%
COc1ccc(C)cc1NC(=O)C1CCCN(c2ncnc3onc(C)c23)C1 (stereo not drawn),12%,4%
CCCOc1c(/C=N/O)cccc1OC,4%,-2%
O=C(NCCc1ccccc1)Nc1ccc(Cl)cc1F,0%,-4%
Clc1ccccc1-c1csc(-c2ccccc2)n1,-2%,?
Cc1ccc(N(CCC#N)C(=O)CSc2cc(C)c3ccccc3n2)cc1,-1%,-14%
O=C(NCCc1ccc(O)cc1)Nc1ccc(F)cc1,0%,-6%
COc1cc(CNc2ccc3[nH]c(=O)[nH]c3c2)cc(Br)c1OCc1ccc(F)cc1,-5%,6%
COc1cc(NC(=O)Cn2c(=O)n(C(C)C)c(=O)c3oc4ccccc4c32)cc(OC)c1,2%,-3%
NC(=S)NNC(N)=S,1%,1%
O=C(CCc1ncc(-c2ccccc2)o1)Nc1ccc2ccccc2n1,-5%,1%
CCN(CC)CCNC(=O)c1sc2nc3n(c(=O)c2c1C)CCCCC3,8%,-16%
O=C(CCC1N=C2c3ccccc3N=C(SCc3cccc(F)c3)N2C1=O)NCc1cccs1 (stereo not drawn),?,?
COc1ccccc1CC(=O)NC1CCCC1,10%,2%
Cc1cc2c(cc1S(=O)(=O)CCC(=O)N1CCC(C)CC1)OCC(=O)N2,3%,2%
COc1ccc(CCNC(=O)Cn2c(-c3cccs3)cc3cc(F)ccc32)cc1OC,-9%,0%
N#Cc1ccccc1Sc1ccccc1C(=O)NCCc1ccc2c(c1)OCCO2,-2%,-6%
COc1ccccc1OCCn1c(C)nc2cc(C)c(C)cc21,2%,-12%
CCN1CCN(C(=O)c2cnn(-c3ccc(F)cc3)c2-n2cccc2)CC1,12%,14%

# Single records, as listed above. Screens in order: UDG counterscr, AID inh
# Results for `CCN(CC)CCNC(=O)c1sc2nc3n(c(=O)c2c1C)CCCCC3` : 8%, -16%
# Results for `O=C(CCC1N=C2c3ccccc3N=C(SCc3cccc(F)c3)N2C1=O)NCc1cccs1` (stereo not drawn) : ?, ?
# Results for `NC(=S)NNC(N)=S` : 1%, 1%
# Results for `COc1ccccc1CC(=O)NC1CCCC1` : 10%, 2%

# More compounds
SMILES,UDG counterscr,AID inh
N#Cc1ccc(COC(=O)c2ccc3ccccc3n2)cc1,0%,-1%
COc1ccc(NC(=O)C(C)Oc2cc(C)cc(C)c2)c2cccnc12 (stereo not drawn),7%,6%
O=C(NCc1ccc(Cl)cc1)c1cnc2sc(N3CCCC3)nn2c1=O,0%,0%
CCOC(=O)c1ccc(CN(Cc2ccc(C)cc2)S(=O)(=O)c2ccc(NC(C)=O)cc2)cc1,-12%,-11%
COc1ccc(CNC(=O)CCc2c(C)nn(-c3ccc(N4CCCC4)nn3)c2C)cc1,-10%[57.5 µM],7%
COC(=O)C(C)CNCc1ccccc1 (stereo not drawn),4%,3%
O=S(=O)(c1ccccc1)c1nnn2c1nc(NCc1ccc(F)cc1)c1sccc12,12%,2%
CNC(=O)CN(C)Cc1coc(-c2ccc(C)cc2)n1,-5%,-3%
O=C(Cn1c(=O)n(-c2ccccc2)c(=O)c2sccc21)NC1CCc2ccccc21 (stereo not drawn),7%,7%
CCOC(=O)c1c(NC(=O)C(C)Oc2ccccc2F)sc(C(C)=O)c1C (stereo not drawn),43%[activator],6%
S=C(NCCc1ccccc1)Nc1ccccc1I,9%,-6%
CNCC#CCOc1ccc(OC)cc1,-8%,5%
CCC(C)(C)NC(=O)CSc1nnc(NC2CC2)s1,5%,7%
Cc1oc2cc(OCC(=O)NC3(C)CCS(=O)(=O)C3)ccc2c(=O)c1Oc1ccccc1 (stereo not drawn),5%,-1%
COc1ccc(Nc2nc(-c3ccccc3F)nc3ccccc23)cc1OC,22%,-28%
CCOc1ccc(C(=O)/C=C/c2cn(CC(O)CN3CCc4ccccc43)c3ccccc23)cc1 (stereo not drawn),-10%,?
CN(C)c1ccc(C(=O)Nc2ccccc2-c2ccccc2)cc1,-1%,28%
Cn1nnnc1SCCNCc1ccc(Cl)c(Cl)c1,-12%,11%
CCOC(=O)NC(CNC(=O)c1cccc(C)c1)CC(C)C (stereo not drawn),13%,2%
COc1ccc(CNC(=O)C(C)n2nc(C)c3sc4ccccc4c3c2=O)cc1OC (stereo not drawn),85%[activator],-4%
CCOC(=O)c1c(C)c(-c2ccccc2)n(CC(=O)Nc2cc(C)cc(C)c2)c1C,-5%,7%
Cc1ccc(CSc2nc3c(c(=O)[nH]2)C(c2cccc(F)c2F)CC(=O)N3)cc1 (stereo not drawn),-5%,-16%
CCC(=O)C1=C(c2ccc(F)cc2)N(C(=O)CC)n2c(nnc2-c2ccc(OC)cc2)S1,-3%,171%[activator]
CCn1c(CN(c2ccc(C)cc2)S(C)(=O)=O)nnc1SCC(=O)c1ccccc1,0%,4%
CC(C)c1ccccc1NC(=O)CSc1nnc(COc2ccccc2)o1,2%[57.5 µM],2%[57.5 µM]
CC[C@H]1CN2CCc3cc(OC)c(OC)cc3[C@@H]2C[C@@H]1C[C@H]1NCCc2cc(OC)c(OC)cc21,2%,-1%
COc1ccccc1COCC(O)Cn1nc(-c2ccccc2)c2ccccc2c1=O (stereo not drawn),-4%,-18%
O=C(NCC(c1ccco1)S(=O)(=O)c1cccs1)c1c(F)cccc1F (stereo not drawn),16%,-9%
COc1ccc2ccccc2c1/C=C(/C#N)C(N)=O,2%,-11%
